Screening results deposited in PubChem BioAssay by several laboratories.
DAGLB inh: diacylglycerol lipase beta (human) inhibition; Q8NCG7; HEK293T DAGLB membrane lysate, EnzChek fluorogenic substrate; inhibition, % at 5.17 µM; 0.059% of 340,000 active; AID 504411; in the data active = inhibition above about 34%;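 note: 0% = enzyme with vehicle and 100% = wells lacking enzyme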
Target sequence (Q8NCG7 whole entry, looked up): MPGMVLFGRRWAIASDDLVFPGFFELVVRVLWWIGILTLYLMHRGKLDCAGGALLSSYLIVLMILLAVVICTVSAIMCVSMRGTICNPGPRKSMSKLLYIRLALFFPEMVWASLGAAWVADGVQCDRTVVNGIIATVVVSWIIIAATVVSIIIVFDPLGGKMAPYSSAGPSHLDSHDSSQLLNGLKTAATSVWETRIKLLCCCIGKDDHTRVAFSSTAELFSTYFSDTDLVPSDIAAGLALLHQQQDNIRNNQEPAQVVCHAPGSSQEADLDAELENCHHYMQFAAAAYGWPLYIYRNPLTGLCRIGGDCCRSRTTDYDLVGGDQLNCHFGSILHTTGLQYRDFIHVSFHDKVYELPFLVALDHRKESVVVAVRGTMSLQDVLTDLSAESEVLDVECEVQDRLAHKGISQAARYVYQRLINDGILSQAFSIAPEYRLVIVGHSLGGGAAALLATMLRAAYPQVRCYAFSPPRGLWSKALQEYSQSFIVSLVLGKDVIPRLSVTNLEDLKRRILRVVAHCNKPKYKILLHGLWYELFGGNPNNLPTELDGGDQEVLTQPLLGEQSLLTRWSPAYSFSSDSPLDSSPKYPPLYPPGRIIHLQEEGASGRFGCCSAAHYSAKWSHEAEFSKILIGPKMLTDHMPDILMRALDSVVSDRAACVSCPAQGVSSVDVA
CAL PDZ FP-1: blocks peptide binding to the human CAL PDZ domain | purified CAL PDZ, TMR-peptide fluorescence polarization, 1 h | inhibition, % at 24.9 µM | 0.92% of 300,000 active | AID 602252;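 active = mean inhibition of at least 30% with at least half of replicates also reaching 30%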;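 note: 0% = DMSO neutral control and 100% = excess unlabeled competitor peptide PRC23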
PKA-R2B activ: activators of human PKA-R2B complex | P22694+P31323 | PKA-R2B holoenzyme dissociation, Cy5-IP20 fluorescence polarization; R2B truncated from residue 108, S112A mutant; 0% DMSO only, 100% 113 µM cGMP | activation, % at 11.4 µM | 0.079% of 340,000 active;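 active = activation above a cutoff set at the mean over all compounds plus 3 SD, cut at about 18% in these data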;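 note: higher means more holoenzyme dissociation and a rise in polarization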
Rtt109 Vps75: inhibitors of Candida albicans Rtt109/Vps75 histone acetyltransferase. inhibition, % at 34.9 µM. purified Rtt109/Vps75, ThioGlo CoA-SH fluorescence, 4 h. Q5AAJ8. 0.16% of 330,000 active. AID 540336;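 active = inhibition of at least 50% in every replicate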
Target sequence (Q5AAJ8 whole entry, looked up): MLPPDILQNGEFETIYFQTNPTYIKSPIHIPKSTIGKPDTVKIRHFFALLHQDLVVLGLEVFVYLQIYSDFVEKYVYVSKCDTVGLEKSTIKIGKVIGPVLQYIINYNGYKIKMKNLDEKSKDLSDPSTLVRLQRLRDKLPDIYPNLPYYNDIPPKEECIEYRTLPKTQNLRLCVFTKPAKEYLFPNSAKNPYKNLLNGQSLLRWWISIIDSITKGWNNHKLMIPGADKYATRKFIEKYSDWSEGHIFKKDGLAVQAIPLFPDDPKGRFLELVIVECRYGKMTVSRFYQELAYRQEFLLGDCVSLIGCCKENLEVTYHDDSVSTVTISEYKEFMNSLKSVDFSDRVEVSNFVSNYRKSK
Cardiac RTF inh: cardiac RTF calcium desensitization | inhibition, % at 7.15 µM | AID 493244 | IANBD-labeled cardiac RTF, Ca2+ fluorescence | P19429+P45379 | 0.12% of 340,000 active;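 active = inhibition above the mean inhibition of all tested compounds plus 3 SD, cut at about 17% in these data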;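 note: assay run at fixed EC70 calcium of 1.6 mM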
LANA DNA inh: KSHV C-LANA DNA binding inhibition; AID 504423; inhibition, % at 9 µM; MBP-C-LANA/FAM-LBS DNA binding, fluorescence polarization; 0.078% of 340,000 active;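 active = highest replicate inhibition at or above 60% at 9 µM, even if other replicates fall short; inactive = all replicates below 60% inhibition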;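 note: 0% = neutral control wells and 100% = 4 µM acridine orange control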
SR-BI DiI-HDL act: activators of SR-BI mediated HDL lipid uptake; CHO ldlA[mSR-BI] cells, DiI-HDL uptake fluorescence, 3 h; 100 = double the neutral-control signal; activation, % at 12.5 µM; 0.096% of 320,000 active; AID 504775;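 active = mean replicate activation of at least 60% and every replicate at or above 60%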;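 note: 0% = median plate neutral-control signal and 100% = twice that signal; values of inactives mirror those of a sister screen read the other way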
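Material: SR-BI-overexpressing, LDLR-lacking CHO cells | Dosing: Single compound concentration, delivered by pin transfer | Probe or stimulus: Labelled HDL, 10 µg/mL | Signal: Bottom-read cell fluorescence after medium removal, ex 550/em 595 nm | Schedule: 3 h, 37 °C | Evaluation: HDL uptake via cellular fluorescence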
RTF Ca sens act: increases calcium sensitivity of human cardiac regulated thin filaments | IANBD-labeled TnC RTF fluorescence at EC20 calcium; 0% EC20 calcium, 100% full calcium | AID 493008 | activation, % at 7.2 µM | 0.24% of 340,000 active;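 active = activation above the mean over all tested compounds plus 3 SD, cut at about 30% in these data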;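 note: rise in fluorescence read as greater calcium sensitivity of cardiac thin filaments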
CAL PDZ FP-2: human CAL PDZ-peptide interaction inhibition. purified CAL PDZ, TMR-peptide fluorescence polarization, 1 h. inhibition, % at 20 µM. AID 504414. 0.02% of 330,000 active. Q9HD26;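 active = highest replicate inhibition of at least 40%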;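 note: plate controls were DMSO neutral control wells for no effect and unlabeled competitor peptide control wells for full effect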
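Read-out basis: mP drop reported as inhibition | Assay system: Tagged CAL PDZ protein CerCALP, purified | Benchmarks: Unlabelled peptide for full inhibition, DMSO wells as neutral | Schedule: 1 h incubation at room temperature before polarization reading | Buffer or medium: Sodium phosphate/NaCl buffer pH 7.4 with TCEP, IgG, Thesit | Doses: Single point, 20 µM | Measured by: Fluorescence polarization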
Keap1 Nrf2 FP: Keap1-Nrf2 (human) interaction inhibition; Q14145; Keap1 Kelch-Nrf2 peptide fluorescence polarization, 1536-well; inhibition, % at 9.4 µM; 0.15% of 340,000 active; AID 504523; in the data active = inhibition above about 12%;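 note: human Keap1 Kelch domain with fluorescein labeled Nrf2 9mer peptide probe; 0% = neutral control wells and 100% = peptide positive control; higher means more block of Keap1 binding to Nrf2 peptide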
An asterisk follows results filed as active.

COc1cc(/C=C2/C(=O)N(c3cccc(Br)c3)N=C2C)cc(OC)c1O was read as DAGLB inh 31, CAL PDZ FP-1 -4, PKA-R2B activ -18, Rtt109 Vps75 -4, Cardiac RTF inh -3, LANA DNA inh -3.6, SR-BI DiI-HDL act -21, RTF Ca sens act -2, CAL PDZ FP-2 0.8 and Keap1 Nrf2 FP -9.
For CCCn1c(=O)c2ccccc2n2c(SCCOc3ccc(OC)cc3)nnc12 the results were DAGLB inh 1, CAL PDZ FP-1 0, PKA-R2B activ 7, Rtt109 Vps75 10, Cardiac RTF inh 8, LANA DNA inh -5.7, SR-BI DiI-HDL act 16, RTF Ca sens act 1, CAL PDZ FP-2 -2.5 and Keap1 Nrf2 FP 2.
Screening CC(=O)c1c[nH]c2ccc(C)cc2c1=O returned DAGLB inh 0, CAL PDZ FP-1 2, PKA-R2B activ -1, Rtt109 Vps75 0, Cardiac RTF inh -10, LANA DNA inh -0.1, SR-BI DiI-HDL act -2, RTF Ca sens act 1, CAL PDZ FP-2 -0.9 and Keap1 Nrf2 FP -4.
Screening COc1cc(/C=N/NC(=O)c2ccccc2NS(=O)(=O)c2cccs2)ccc1O returned DAGLB inh 6, PKA-R2B activ 5, Rtt109 Vps75 8, Cardiac RTF inh -4, LANA DNA inh -0.3, SR-BI DiI-HDL act -15, RTF Ca sens act -2, CAL PDZ FP-2 -2.6 and Keap1 Nrf2 FP -3.
`CC(=O)O[C@]1(C(C)=O)CC[C@H]2[C@@H]3C=C(C)C4=CC(=O)CC[C@@H]4[C@H]3CC[C@@]21C` gave DAGLB inh -2, CAL PDZ FP-1 -2, PKA-R2B activ 14, Rtt109 Vps75 0, Cardiac RTF inh 3, LANA DNA inh 1.2, SR-BI DiI-HDL act -18, RTF Ca sens act -2, CAL PDZ FP-2 -1.7 and Keap1 Nrf2 FP -4.
`CC1(C)CC(=O)C(N=Nc2cccnc2)=C(O)C1` gave DAGLB inh 2, CAL PDZ FP-1 -9, PKA-R2B activ -14, Rtt109 Vps75 41, Cardiac RTF inh -6, LANA DNA inh 0.2, SR-BI DiI-HDL act 2, RTF Ca sens act 3, CAL PDZ FP-2 -1.6 and Keap1 Nrf2 FP -4.
Screening COc1ccc(NC(=O)Nc2ccon2)cc1OC returned DAGLB inh 1, CAL PDZ FP-1 -5, PKA-R2B activ -5, Rtt109 Vps75 -6, Cardiac RTF inh -7, LANA DNA inh 0.9, SR-BI DiI-HDL act -5, RTF Ca sens act -4, CAL PDZ FP-2 -1.8 and Keap1 Nrf2 FP -2.
Screening COc1ccc(-c2c(=O)n(OCc3ccccn3)c3ccccc3[n+]2[O-])cc1OC returned DAGLB inh 3, PKA-R2B activ -5, Rtt109 Vps75 -4, Cardiac RTF inh 2, LANA DNA inh 0.6, SR-BI DiI-HDL act 8, RTF Ca sens act 0, CAL PDZ FP-2 1.2 and Keap1 Nrf2 FP 0.
For NS(=O)(=O)OCC1CCCCC1 the results were DAGLB inh 2, CAL PDZ FP-1 -2, PKA-R2B activ 8, Rtt109 Vps75 -8, Cardiac RTF inh 1, LANA DNA inh -0.2, SR-BI DiI-HDL act 27, RTF Ca sens act 7, CAL PDZ FP-2 -0.4 and Keap1 Nrf2 FP -6.
For CCSc1nnc(NC(=O)c2ccccc2C)s1 the results were DAGLB inh 0, CAL PDZ FP-1 -3, PKA-R2B activ -5, Rtt109 Vps75 1, Cardiac RTF inh 6, LANA DNA inh -0.1, SR-BI DiI-HDL act -5, RTF Ca sens act -2, CAL PDZ FP-2 -1.9 and Keap1 Nrf2 FP 0.
O=C(CN1CCN(C(=O)c2ccco2)CC1)Nc1ccc(Br)cc1 was read as DAGLB inh 1, CAL PDZ FP-1 2, PKA-R2B activ -15, Rtt109 Vps75 5, Cardiac RTF inh -6, LANA DNA inh 1.7, RTF Ca sens act -2, CAL PDZ FP-2 -1.8 and Keap1 Nrf2 FP -6.
For O=C(CC1C(=O)N(c2ccccc2)C(=S)N1c1ccccc1)c1ccc(Br)cc1 (stereo not given) the results were DAGLB inh -4, CAL PDZ FP-1 -2, PKA-R2B activ 3, Rtt109 Vps75 18, Cardiac RTF inh -20, LANA DNA inh -1.2, SR-BI DiI-HDL act 6, RTF Ca sens act 4, CAL PDZ FP-2 -3.3 and Keap1 Nrf2 FP 4.

Taken from the entries so far for reference:
O=C(CN1CCN(C(=O)c2ccco2)CC1)Nc1ccc(Br)cc1 was read as DAGLB inh 1, CAL PDZ FP-1 2, PKA-R2B activ -15, Rtt109 Vps75 5, Cardiac RTF inh -6, LANA DNA inh 1.7, RTF Ca sens act -2, CAL PDZ FP-2 -1.8 and Keap1 Nrf2 FP -6.
For O=C(CC1C(=O)N(c2ccccc2)C(=S)N1c1ccccc1)c1ccc(Br)cc1 (stereo not given) the results were DAGLB inh -4, CAL PDZ FP-1 -2, PKA-R2B activ 3, Rtt109 Vps75 18, Cardiac RTF inh -20, LANA DNA inh -1.2, SR-BI DiI-HDL act 6, RTF Ca sens act 4, CAL PDZ FP-2 -3.3 and Keap1 Nrf2 FP 4.

(cont.)
For CC(C)(O)C#Cc1ccc(CN2CCN(C3CCCCC3)C(CCO)C2)s1 (stereo not given) the results were DAGLB inh 0, CAL PDZ FP-1 -2, PKA-R2B activ -1, Rtt109 Vps75 -2, Cardiac RTF inh 0, LANA DNA inh -1.0, SR-BI DiI-HDL act 3, RTF Ca sens act -5, CAL PDZ FP-2 -1.7 and Keap1 Nrf2 FP 0.
Screening Cc1ccc(C)c(NC(=O)CN(C)C(=O)COc2ccc3ccccc3c2)c1 returned DAGLB inh 0, PKA-R2B activ 7, Rtt109 Vps75 -7, Cardiac RTF inh 7, LANA DNA inh -0.1, SR-BI DiI-HDL act -3, RTF Ca sens act -2, CAL PDZ FP-2 0.2 and Keap1 Nrf2 FP -3.
Screening O=c1cc(CN2CCN(Cc3ccccc3)CC2)c2ccc(O)cc2o1 returned DAGLB inh -2, CAL PDZ FP-1 -3, PKA-R2B activ 4, Cardiac RTF inh 7, LANA DNA inh -0.8, RTF Ca sens act -8, CAL PDZ FP-2 -1.3 and Keap1 Nrf2 FP -4.
`COC(=O)c1ccc(CN2CCCC(C(=O)c3cc(F)ccc3OC)C2)cc1` (stereo not given) gave DAGLB inh -6, CAL PDZ FP-1 -1, PKA-R2B activ -8, Rtt109 Vps75 12, Cardiac RTF inh -7, LANA DNA inh 2.6, SR-BI DiI-HDL act -10, RTF Ca sens act -6, CAL PDZ FP-2 -2.3 and Keap1 Nrf2 FP -28.
For COc1cc(NC(=S)N2CCN(C(c3ccccc3)c3ccccc3)CC2)cc(OC)c1 the results were DAGLB inh -6, CAL PDZ FP-1 -2, PKA-R2B activ -1, Rtt109 Vps75 3, Cardiac RTF inh -5, LANA DNA inh -1.2, SR-BI DiI-HDL act 5, RTF Ca sens act -4, CAL PDZ FP-2 -1.0 and Keap1 Nrf2 FP 0.
COC(=O)C1=C(CS(=O)(=O)c2ccc(OC)cc2)NC(=O)NC1c1ccccc1 (stereo not given) was read as DAGLB inh 2, CAL PDZ FP-1 0, PKA-R2B activ -6, Rtt109 Vps75 -2, Cardiac RTF inh 6, LANA DNA inh -0.3, SR-BI DiI-HDL act 18, RTF Ca sens act -5, CAL PDZ FP-2 -3.0 and Keap1 Nrf2 FP 4.
CC1CCCC(C)N1/N=C/c1ccc([N+](=O)[O-])cc1 (stereo not given) was read as DAGLB inh -2, CAL PDZ FP-1 -4, PKA-R2B activ -2, Rtt109 Vps75 -2, Cardiac RTF inh 3, LANA DNA inh -0.4, SR-BI DiI-HDL act -10, RTF Ca sens act -3 and Keap1 Nrf2 FP -5.
For COc1ccc(CCNC(=O)Cn2c(=O)n(-c3ccc(C)c(F)c3)c(=O)c3sccc32)cc1OC the results were DAGLB inh -1, CAL PDZ FP-1 0, PKA-R2B activ 7, Rtt109 Vps75 -29, Cardiac RTF inh -4, LANA DNA inh -0.6, RTF Ca sens act -1, CAL PDZ FP-2 -2.2 and Keap1 Nrf2 FP -1.
For O=C(CCNC(=O)c1ccc([N+](=O)[O-])cc1)NCc1ccco1 the results were DAGLB inh -4, CAL PDZ FP-1 -2, PKA-R2B activ -1, Rtt109 Vps75 12, Cardiac RTF inh 1, LANA DNA inh 5.4, SR-BI DiI-HDL act 0, RTF Ca sens act -4, CAL PDZ FP-2 0.1 and Keap1 Nrf2 FP -2.
Screening CC(OC(=O)Nc1cccc(Cl)c1)C(=O)O (stereo not given) returned DAGLB inh 2, CAL PDZ FP-1 -2, PKA-R2B activ 0, Rtt109 Vps75 3, Cardiac RTF inh -9, LANA DNA inh 0.6, SR-BI DiI-HDL act 10, RTF Ca sens act -3, CAL PDZ FP-2 -0.6 and Keap1 Nrf2 FP -2.
For CCN(Cc1cnn(C)c1)C(=O)c1ccc(OC2CCN(S(=O)(=O)N(C)C)CC2)cc1 the results were DAGLB inh 1, CAL PDZ FP-1 2, PKA-R2B activ 2, Rtt109 Vps75 -13, Cardiac RTF inh 0, LANA DNA inh -0.9, SR-BI DiI-HDL act 2, RTF Ca sens act 5, CAL PDZ FP-2 -1.4 and Keap1 Nrf2 FP -2.
For COc1ccc(C(=O)Nc2cccc(C)n2)cc1S(=O)(=O)N1CCCc2ccccc21 the results were DAGLB inh -6, PKA-R2B activ 0, Rtt109 Vps75 3, Cardiac RTF inh -9, LANA DNA inh -1.3, SR-BI DiI-HDL act -15, RTF Ca sens act -6, CAL PDZ FP-2 -2.8 and Keap1 Nrf2 FP -4.
C=CCNC(=O)COc1ccc(N(C)S(=O)(=O)c2ccc(NC(C)=O)cc2)cc1 was read as DAGLB inh 0, CAL PDZ FP-1 -2, PKA-R2B activ 4, Rtt109 Vps75 23, Cardiac RTF inh -6, LANA DNA inh 1.8, SR-BI DiI-HDL act 23, RTF Ca sens act 3, CAL PDZ FP-2 -1.5 and Keap1 Nrf2 FP 1.
Screening COc1ccc(-c2sc3ccccc3c2-c2ccc(OCCN3CCCCC3)cc2)cc1 returned DAGLB inh -2, CAL PDZ FP-1 5, PKA-R2B activ 4, Rtt109 Vps75 -1, Cardiac RTF inh 1, LANA DNA inh 2.1, SR-BI DiI-HDL act -14, RTF Ca sens act -14, CAL PDZ FP-2 -0.7 and Keap1 Nrf2 FP 4.
`COCC1CCCN(C(=O)c2cc(COc3ccc4ncccc4c3)on2)C1` (stereo not given) gave DAGLB inh 2, CAL PDZ FP-1 6, PKA-R2B activ -11, Rtt109 Vps75 1, Cardiac RTF inh -4, LANA DNA inh 1.5, SR-BI DiI-HDL act -1, RTF Ca sens act -4, CAL PDZ FP-2 -0.7 and Keap1 Nrf2 FP 2.
COc1ccc(CNC(=O)Cn2c(=O)oc3cc(S(=O)(=O)N4CCCC4)ccc32)cc1 was read as DAGLB inh -4, CAL PDZ FP-1 3, PKA-R2B activ 0, Rtt109 Vps75 1, Cardiac RTF inh -1, LANA DNA inh 0.0, SR-BI DiI-HDL act 14, RTF Ca sens act -1, CAL PDZ FP-2 -2.6 and Keap1 Nrf2 FP -1.
